PME-1 inh: PME-1 (human) inhibition; Q9Y570; recombinant PME-1, FP-Rh probe fluorescence polarization; inhibition, % at 5.9 µM; 320,000 compounds, 0.53% hits;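 active = inhibition above the campaign mean of all compounds plus 3 SD, cut at about 26% in these data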;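 note: competitive labeling of PME-1 active site by serine hydrolase directed probe; 0% = PME-1 with DMSO and 100% = wells lacking PME-1 enzyme; inhibitors block probe labeling so polarization falls and inhibition rises; many of its hits are not listed in these tables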
PAFAH1B3 FP inh: blocks human PAF acetylhydrolase 1B catalytic subunit 3; AID 492972; recombinant PAFAH1B3, FP-rhodamine probe, fluorescence polarization; 340,000 compounds, 0.28% hits; Q15102; inhibition, % at 3.39 µM;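 active = inhibition above the screen-wide average of all tested compounds plus 3 SD, cut at about 25% in these data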;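 note: 0% = enzyme with DMSO only and 100% = wells lacking PAFAH1B3 protein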
Target sequence (Q15102 whole entry, looked up): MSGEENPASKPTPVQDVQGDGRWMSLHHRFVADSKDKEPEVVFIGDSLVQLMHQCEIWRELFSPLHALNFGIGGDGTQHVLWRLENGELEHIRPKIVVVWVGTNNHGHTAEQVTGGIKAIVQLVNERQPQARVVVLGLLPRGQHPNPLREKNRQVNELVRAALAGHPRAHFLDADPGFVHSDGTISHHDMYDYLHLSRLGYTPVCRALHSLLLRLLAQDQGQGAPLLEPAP
pPAFAH inh: inhibitors of human plasma PAF acetylhydrolase (pPAFAH). AID 463082. recombinant pPAFAH, FP-rhodamine probe fluorescence polarization. Q13093. 330,000 compounds, 1.5% hits. inhibition, % at 3.39 µM;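 active = inhibition above the mean inhibition across the screen plus 3 SD, cut at about 25% in these data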;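 note: inhibitors block binding of the rhodamine activity-based probe so polarization drops; 0% = enzyme with DMSO and 100% = wells lacking pPAFAH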
GSTO1 counter: blocks human GSTO1 in RBBP9 counter-screen | recombinant GSTO1, activity-based probe fluorescence polarization | inhibition, % at 5.96 µM | 300,000 compounds, 1.1% hits | AID 1974;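 active = inhibition above the campaign mean inhibition plus 3 SD, cut at about 35% in these data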;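 note: 0% = GSTO1-1 with DMSO and 100% = wells lacking GSTO1-1 enzyme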
PAFAH2 FP inh: inhibitors of human PAFAH2; inhibition, % at 3.39 µM; 340,000 compounds, 0.99% hits; recombinant PAFAH2, FP-rhodamine activity probe, fluorescence polarization;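 active = inhibition above the mean over all tested compounds plus 3 SD, cut at about 30% in these data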;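 note: inhibitors block probe labeling of enzyme so polarization drops; 0% = enzyme with DMSO and 100% = wells lacking PAFAH2 protein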
PAFAH1B2 FP inh: PAFAH1B2 (human) inhibition. recombinant PAFAH1B2, FP-rhodamine activity probe, fluorescence polarization. inhibition, % at 3.39 µM. 340,000 compounds, 1.2% hits;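 active = inhibition above the mean of all tested compounds plus 3 SD, cut at about 24% in these data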;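 note: 0% = enzyme with DMSO and 100% = wells lacking PAFAH1B2; many of its hits are not listed in these tables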
Fam108B counter: Fam108B inhibition, counter-screen for RBBP9 inhibitors. inhibition, % at 9.51 µM. recombinant Fam108B, FP-Rh probe fluorescence polarization. 300,000 compounds, 0.33% hits. AID 1947;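 active = inhibition above the screen mean inhibition plus 3 SD, computed separately per campaign, cut at about 18% in these data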;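 note: inhibitors lower polarization as less probe binds the enzyme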
PAD4 FP inh: inhibitors of human PAD4; Q9UM07; 330,000 compounds, 0.41% hits; inhibition, % at 6.36 µM; recombinant PAD4, RCA probe fluorescence polarization; AID 485272;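 active = percent inhibition above a cutoff equal to the mean of all tested compounds plus 3 SD, cut at about 15% in these data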;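 note: 0% = PAD4 with RCA probe and DMSO and 100% = probe without PAD4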
Target sequence (Q9UM07 whole entry, looked up): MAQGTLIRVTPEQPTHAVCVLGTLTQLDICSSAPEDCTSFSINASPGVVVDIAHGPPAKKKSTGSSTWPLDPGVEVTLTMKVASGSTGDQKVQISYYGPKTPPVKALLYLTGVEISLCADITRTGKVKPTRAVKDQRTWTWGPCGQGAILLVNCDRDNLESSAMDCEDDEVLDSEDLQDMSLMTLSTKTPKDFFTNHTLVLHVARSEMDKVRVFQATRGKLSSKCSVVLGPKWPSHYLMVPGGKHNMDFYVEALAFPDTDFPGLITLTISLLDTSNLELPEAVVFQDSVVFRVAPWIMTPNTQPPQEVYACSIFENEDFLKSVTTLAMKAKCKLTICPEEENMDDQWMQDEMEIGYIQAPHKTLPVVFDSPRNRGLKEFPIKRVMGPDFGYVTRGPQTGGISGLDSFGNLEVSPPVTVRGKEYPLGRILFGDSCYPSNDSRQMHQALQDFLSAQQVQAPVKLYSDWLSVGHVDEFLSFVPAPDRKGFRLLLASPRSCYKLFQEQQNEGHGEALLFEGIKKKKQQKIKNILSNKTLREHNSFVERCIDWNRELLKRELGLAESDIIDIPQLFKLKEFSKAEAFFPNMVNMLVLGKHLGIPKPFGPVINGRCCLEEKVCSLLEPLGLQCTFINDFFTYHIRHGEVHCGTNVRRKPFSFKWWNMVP
LYPLA1 inh: counter-screen for PME1 inhibitors: inhibitors of human LYPLA1; O75608; recombinant LYPLA1, FP-Rh probe fluorescence polarization; inhibition, % at 5.9 µM; 320,000 compounds, 0.16% hits;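 active = inhibition above the mean of all tested compounds plus 3 SD, set per campaign, cut at about 14% in these data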;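 note: inhibitors block serine hydrolase probe labeling of LYPLA1 so polarization falls; 0% = enzyme with DMSO and 100% = wells lacking LYPLA1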
Active calls of the source: *; x = not tested or not shown. Only part of the results is shown; rates above refer to the full screens.

Under each structure – PME-1 inh | PAFAH1B3 FP inh | pPAFAH inh | GSTO1 counter | PAFAH2 FP inh | PAFAH1B2 FP inh | Fam108B counter | PAD4 FP inh | LYPLA1 inh
CCN1C(=O)C2C(C1=O)N1C(c3ccccc3)C3C(=O)N(CC)C(=O)C3N1C2c1ccccc1 (centres undefined)
→ 5 | -2 | 0 | -5 | -2 | -6 | 0 | 2 | -4
CCCCOCCCn1cnc2c([nH]c3cc(OC)ccc32)c1=O
→ 0 | 4 | 6 | -5 | 12 | 2 | 2 | 2 | 1
N#Cc1cc([N+](=O)[O-])ccc1NC(=O)COC(=O)CCC1CCCCC1
→ 1 | x | 23 | -1 | x | x | 2 | 6 | -6
S=C(NCCc1ccccc1)Nc1ccc(Br)cn1
→ 2 | -1 | 4 | 1 | -1 | 9 | -1 | 1 | 9
CC(=O)N1c2ccc(S(=O)(=O)NCC3CCC(C(=O)Nc4ncccc4C)CC3)cc2CC1C (centres undefined)
→ 2 | 9 | 1 | -1 | -1 | 5 | 0 | 2 | 0
O=C(CCCCCN1C(=O)[C@@H]2Cc3ccccc3CN2C1=O)Nc1ccccc1Cl
→ -1 | -1 | 4 | 5 | 1 | 7 | 3 | 2 | 1
CC(CNC(=O)CCC(=O)N1CCOc2ccccc21)c1ccccc1 (centres undefined)
→ -3 | 3 | -3 | -3 | 1 | 9 | -1 | 0 | 2
COc1ccc(NC(=O)CN(C)C(=O)CC2CCCC2)cc1
→ -1 | -2 | 0 | -6 | -2 | 0 | 1 | 4 | 0
O=C(COc1ccccc1)N1CCNC1=O
→ 3 | 10 | 4 | -1 | -5 | 3 | 4 | 1 | 3
COC(=O)N1C(=O)[C@](CC(C)C)(c2ccccc2)N1C(=O)OC
→ 28* | 7 | 3 | 0 | 3 | 11 | 6 | -1 | 0
COc1ccccc1CN(Cc1nc2ccccc2c(=O)[nH]1)S(=O)(=O)c1ccc2ccccc2c1
→ -11 | -2 | -1 | -14 | -8 | 5 | -15 | 2 | -13
COc1ccc(Cc2nnc(NC(=O)CSc3ccc(C)cc3)s2)cc1
→ 6 | 4 | 2 | 1 | 3 | -49 | 3 | 6 | -4
Cc1ccc(S(=O)(=O)N(C)C)cc1NC(=O)CSc1nc2ccccc2c(=O)n1CC1CCCO1 (centres undefined)
→ 9 | 2 | 0 | 2 | 0 | -4 | 1 | 2 | -1
CCCC1=NCCn2cccc21
→ -8 | 3 | 4 | 8 | -1 | 1 | 2 | 0 | -4
O=c1c(-c2ccc(Br)cc2)[n+]([O-])c2ccccc2n1OCc1ccccn1
→ 1 | 2 | -1 | 7 | 8 | 4 | 3 | -2 | -3
COc1cc(/C=C2/SC(=O)N(Cc3ccccc3)C2=O)ccc1OCc1ccncc1
→ 1 | 5 | 1 | -6 | -6 | -2 | -2 | 6 | 0
O=C(NCC1CCCO1)c1ccc(N2CCCCC2)nc1 (centres undefined)
→ 0 | -2 | 7 | 1 | 5 | 3 | -2 | 1 | -1
O=C(NCCNC(=O)c1cc(OCC(F)(F)F)ccc1OCC(F)(F)F)Nc1ccccc1
→ -2 | 8 | 1 | -1 | -9 | 4 | 2 | 2 | 9
Fc1cc(Br)ccc1NC(=S)NCCc1ccccc1
→ 1 | 3 | -7 | -5 | -6 | -2 | 1 | 2 | -3
CCOc1ccc(/C(O)=C2/C(=O)C(=O)N(CC3CCCO3)C2c2cccs2)cc1 (centres undefined)
→ 0 | 8 | 5 | 1 | 2 | 4 | 1 | 0 | -2

Remaining list, next part:
Under each structure – PME-1 inh | PAFAH1B3 FP inh | pPAFAH inh | GSTO1 counter | PAFAH2 FP inh | PAFAH1B2 FP inh | Fam108B counter | PAD4 FP inh | LYPLA1 inh
COc1ccc(N(CC(=O)N2CCCCCC2)S(=O)(=O)c2ccccc2[N+](=O)[O-])c(OC)c1
→ 0 | 7 | 2 | -3 | -2 | 3 | 3 | 3 | 2
CC1CCCC(C)N1C(=O)CSc1nnnn1Cc1ccccc1 (centres undefined)
→ -7 | 2 | 1 | -2 | -1 | 14 | 2 | 2 | 2
Nc1c2c(nc3ccc(Br)cc13)N(c1ccccc1)CC2
→ 15 | -4 | 3 | -7 | 0 | -5 | 7 | -14 | -6
COC(=O)C1=C(C(=O)OC)[C@@H]2N(C)c3ccc(OC)cc3[C@@]23C[C@@H](C(=O)OC)N(C(=O)c2cc(C)oc2C)C3=N1
→ 12 | x | -1 | 10 | x | x | 2 | 3 | 1
CC(=O)c1ccc2c(ccc3ccccc32)c1
→ 4 | 6 | 0 | 0 | 0 | 2 | 2 | 0 | -4
O=C(CSc1ccccc1F)NC(=O)c1ccccc1Br
→ x | 14 | 7 | x | -3 | 8 | x | 0 | x
Cc1ccc(NC(=O)CSc2nc(C)c(C)c(C)n2)cc1S(=O)(=O)N1CCOCC1
→ x | 4 | -2 | x | 0 | 4 | x | 4 | x
O=C(NCc1cccnc1)c1ccc(NC(=O)c2ccc([N+](=O)[O-])cc2)cc1
→ 6 | -2 | 6 | 5 | -3 | 3 | -6 | -5 | 6
CCc1ccc(CNC(=O)C(=O)NCC2CCCO2)cc1 (centres undefined)
→ -6 | 5 | 4 | 2 | 4 | 4 | -1 | 3 | -3
Cc1ccc(S(=O)(=O)N(CC(=O)N/N=C/c2cccc(C)c2)c2cccc3cccnc23)cc1
→ 2 | 1 | 4 | -1 | -9 | 3 | -6 | -1 | 6
CCOc1nc(C)ccc1-c1noc(-c2ccccc2OC)n1
→ 1 | -1 | 2 | -3 | -3 | 1 | 1 | 3 | -3
COc1ccc(-c2cc3c(=O)n(CC(=O)NCc4cccnc4)ncn3n2)cc1
→ 0 | -7 | 4 | 3 | 7 | 0 | 1 | -1 | -1
COc1ccc(CNC(=O)c2cc(C3CC3)nc3c2cnn3C(C)C)cc1OC
→ 1 | 4 | 4 | x | -5 | 4 | x | -1 | -2
Cc1cc(OCC(=O)NCCc2c[nH]c3ccccc23)c2c(C)cc(=O)oc2c1
→ 13 | 4 | 8 | 0 | -1 | 3 | -1 | -1 | -1
CN=C(NC1CCCCC1)c1ccc([N+](=O)[O-])cc1
→ 7 | 9 | 0 | -3 | -6 | 2 | 0 | 0 | -2
CC(=O)NC(Cc1ccccc1)C(=O)NC1CCN(C(=O)c2cnccn2)CC1 (centres undefined)
→ -2 | -4 | 3 | -3 | 1 | 4 | 1 | -3 | 0
COc1cc(Nc2ccc(S(=O)(=O)N3CCN(C)CC3)cc2[N+](=O)[O-])cc(OC)c1
→ 11 | 6 | 4 | 1 | -2 | 13 | 8 | 1 | 0
O=C(CSC1=NS(=O)(=O)c2cc(F)ccc2N1)NCc1ccc(F)cc1
→ 5 | 5 | -2 | 5 | 3 | 11 | 3 | -1 | 3
O=C(Cc1ccccc1F)NNC(=O)c1cccs1
→ x | 5 | 2 | x | 4 | 10 | x | -3 | x
O=C(CN1C(=O)NC2(CCOc3ccccc32)C1=O)c1ccc(Cl)s1 (centres undefined)
→ 9 | 3 | 2 | x | 6 | -1 | x | -3 | 2

Later entries
Under each structure – PME-1 inh | PAFAH1B3 FP inh | pPAFAH inh | GSTO1 counter | PAFAH2 FP inh | PAFAH1B2 FP inh | Fam108B counter | PAD4 FP inh | LYPLA1 inh
CCCCCCSc1ccc([C@H]2N[C@@](Cc3ccccc3)(C(=O)OC)[C@H]3C(=O)N(C)C(=O)[C@@H]23)cc1
→ -3 | -3 | 6 | 2 | -12 | -2 | -3 | 3 | -3
CN(CC(=O)O/N=C(\N)c1ccccn1)S(=O)(=O)c1ccccc1
→ 1 | 0 | -7 | 9 | -8 | -1 | 6 | -4 | -2
CCOc1ccc(N2CC(C(=O)Nc3ccccc3N3CCCC3)CC2=O)cc1 (centres undefined)
→ 2 | 5 | 4 | 4 | 1 | 1 | -1 | -4 | 1
O=C(Nc1ccc(Cl)cc1)c1ccc(OC2CSC2)cc1
→ -15 | -2 | -2 | -9 | -8 | -1 | -10 | -3 | 1
COc1cc(N2CCCC2)c(OC)cc1/C=C(/C#N)c1cccc(Br)c1
→ -3 | 3 | 5 | 5 | 2 | -2 | 2 | 4 | 0
O=[N+]([O-])c1ccc(O)c2ncccc12
→ 1 | 16 | 7 | 45* | 4 | 11 | 6 | -10 | -1
O=C(COc1ccccc1O)N1CCN(C(=O)c2ccco2)CC1
→ -1 | 3 | 0 | -9 | 0 | 5 | -1 | 1 | 0
Cc1ccc(NC(=O)COC(=O)C2CCC(=O)N2)c([N+](=O)[O-])c1 (centres undefined)
→ 3 | 10 | 3 | -3 | 1 | 4 | 5 | 1 | 3
CSc1ccc(C(=O)C2CCCN(Cc3cccn3-c3cccnc3)C2)cc1 (centres undefined)
→ 3 | 2 | 6 | 1 | 3 | 3 | -1 | -3 | 0
O=C(C1CCN(S(=O)(=O)c2ccccc2[N+](=O)[O-])CC1)N1CCOCC1
→ -3 | 5 | -4 | 3 | 1 | 5 | -2 | -3 | -1
COc1ccc(N(CC(=O)Nc2ccc(Cl)cc2)S(=O)(=O)c2c(C)n[nH]c2C)cc1
→ -4 | 1 | 1 | -2 | -10 | 7 | 5 | -1 | -3
CCOC(=O)c1ccc(N2C(=O)C(O)=C(C(C)=O)C2c2ccc([N+](=O)[O-])cc2)cc1 (centres undefined)
→ -5 | 5 | -4 | 2 | 2 | 5 | 6 | 6 | -3
COc1ccc(CCC2(C)NC(=O)N(C(C)C(=O)Nc3ccccc3F)C2=O)cc1 (centres undefined)
→ 4 | 4 | 4 | x | 8 | 2 | x | 2 | -3
CC(=O)c1cccc(NC(=O)CNC(=O)Cc2cccc3ccccc23)c1
→ x | 4 | 4 | x | 8 | 1 | x | -3 | x
CC(=O)Cn1c(N2CCC(Cc3ccccc3)CC2)nc2c1c(=O)[nH]c(=O)n2C
→ 5 | 4 | -3 | -6 | -1 | 1 | 0 | -7 | 4

Compounds above that have an aryl thioether with sulfur outside any ring:
Under each structure – PME-1 inh | PAFAH1B3 FP inh | pPAFAH inh | GSTO1 counter | PAFAH2 FP inh | PAFAH1B2 FP inh | Fam108B counter | PAD4 FP inh | LYPLA1 inh
COc1ccc(Cc2nnc(NC(=O)CSc3ccc(C)cc3)s2)cc1
→ 6 | 4 | 2 | 1 | 3 | -49 | 3 | 6 | -4
Cc1ccc(S(=O)(=O)N(C)C)cc1NC(=O)CSc1nc2ccccc2c(=O)n1CC1CCCO1 (centres undefined)
→ 9 | 2 | 0 | 2 | 0 | -4 | 1 | 2 | -1
CC1CCCC(C)N1C(=O)CSc1nnnn1Cc1ccccc1 (centres undefined)
→ -7 | 2 | 1 | -2 | -1 | 14 | 2 | 2 | 2
O=C(CSc1ccccc1F)NC(=O)c1ccccc1Br
→ x | 14 | 7 | x | -3 | 8 | x | 0 | x
Cc1ccc(NC(=O)CSc2nc(C)c(C)c(C)n2)cc1S(=O)(=O)N1CCOCC1
→ x | 4 | -2 | x | 0 | 4 | x | 4 | x
CCCCCCSc1ccc([C@H]2N[C@@](Cc3ccccc3)(C(=O)OC)[C@H]3C(=O)N(C)C(=O)[C@@H]23)cc1
→ -3 | -3 | 6 | 2 | -12 | -2 | -3 | 3 | -3
CSc1ccc(C(=O)C2CCCN(Cc3cccn3-c3cccnc3)C2)cc1 (centres undefined)
→ 3 | 2 | 6 | 1 | 3 | 3 | -1 | -3 | 0
